# Source: PubChem (several laboratories)
# GPR55 antagonists – GPR55 antagonists blocking LPI-driven arrestin recruitment, primary screen, imaging, U2OS, beta-arrestin-GFP, LPI agonist (AID 2013); inhibition, % at 10 µM; hits with a dose series show IC50 in µM; U2OS GPR55 beta-arrestin-GFP translocation imaging, LPI antagonism; higher % means a stronger effect; hit rate 0.13% among 290,000; G-protein coupled receptor 55 (Homo sapiens);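 active = spots per cell inhibited over 60%, with over 100 cells counted and total cytoplasm intensity under 500,000; inconclusive = wells with under 100 cells, flagged as likely toxic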;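 note: U2OS cells stably carrying GPR55 and arrestin-GFP stimulated by 5 µM LPI near EC80; imaged beta-arrestin-GFP aggregate spots per cell after agonist stimulation; plate controls were LPI-stimulated DMSO wells for no effect and DMSO wells without LPI for full effect; some results filed as inactive read as strong as hits; confirmed hits need IC50 under 10 µM and bright autofluorescent wells are also inconclusive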
# Myeloid diff MLP – induction of myeloid progenitor differentiation, primary screen, cell-based, flow cytometry, MLPCN library. ER-HoxA9 myeloid progenitors, lysozyme-GFP differentiation. hit rate 1% among 360,000. calls only at 10 µM;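 active = normalized GFP-positive differentiation at or above the plate's own cutoff, the solvent-only control mean plus 3 SD; inconclusive = no clear call, values can overlap the other calls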;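 note: cells exposed to compound for four days before flow analysis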
# NOD2 inhibition – NOD2 signaling inhibitors, cell-based, luminescence, uHTS, HEK293 (AID 1566) | HEK293 NOD2/NF-kB luciferase reporter, luminescence; higher % means a stronger effect | inhibition, % at 4 µM, or EC50 in µM where a hit was titrated | hit rate 0.63% among 290,000; note: many of its hits are not listed in these tables
# NOD1 inhibition – NOD1 signaling inhibitors, primary screen, cell-based, luminescence, uHTS (AID 1578); NOD1-driven NF-kB luciferase reporter cells, luminescence; higher % means a stronger effect; inhibition, % at 4 µM, or EC50 in µM where a hit was titrated; hit rate 1% among 290,000; in the data active = inhibition mostly above about 36%, no sharp cut-off; inactive = mostly below about 34%;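 note: HEK-293T reporter cells stimulated with the NOD1 agonist gamma-tri-DAP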
# HIV fusion peptide – inhibitors of HIV fusion peptide binding, primary screen, biochemical, uHTS, fluorescence dequenching (AID 1986); hit rate 0.3% among 290,000; cell-free peptide binding, fluorescence dequenching, 30 min; higher % means a stronger effect; inhibition, % at 20 µM, or IC50 in µM where a hit was titrated; in the data active = inhibition mostly above about 52%, no sharp cut-off; inactive = mostly below about 76%; note: some results filed as inactive read as strong as hits
# KOR beta-arrestin-1 – KOR antagonists, beta-arrestin recruitment, cell-based, luminescence, uHTS (AID 1778). Kappa-type opioid receptor (Homo sapiens). KOR beta-arrestin recruitment, luminescence, antagonist mode; higher % means a stronger effect. one-dose inhibition, % at 10 µM; IC50 in µM for titrated hits. hit rate 0.091% among 290,000; note: strong numbers were not always called active
# GPR55 beta-arrestin – GPR55 agonists via beta-arrestin recruitment, primary screen, imaging, U2OS cells, beta-arrestin-GFP redistribution (AID 1961); G-protein coupled receptor 55 (Homo sapiens); U2OS GPR55 beta-arrestin-GFP redistribution imaging; higher % means a stronger effect; activation, % at 10 µM; hits with a dose series show EC50 in µM; hit rate 0.048% among 290,000;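 active = activation above 40% with more than 50 cells counted in the well; inconclusive = wells holding fewer than 50 cells, flagged as toxic or sparse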;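 note: U2OS osteosarcoma cells stably expressing GPR55 and beta-arrestin-GFP; plate controls were DMSO negative control for no effect and LPI positive control for full effect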
# GPR35 antagonists – GPR35 antagonists blocking zaprinast-driven arrestin recruitment, primary screen, imaging, U2OS, beta-arrestin-GFP, zaprinast agonist (AID 2058); one-dose inhibition, % at 10 µM; IC50 in µM for titrated hits; U2OS GPR35 beta-arrestin-GFP translocation imaging, zaprinast antagonism; higher % means a stronger effect; G-protein coupled receptor 35 (Homo sapiens); hit rate 0.052% among 290,000;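 active = inhibition of at least 50% with at least 30 cells and total cytoplasm GFP at most 10,000,000; inconclusive = under 30 cells or total GFP of 10,000,000 plus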
# KOR beta-arrestin-2 – KOR agonists, beta-arrestin recruitment, primary screen, cell-based, luminescence, uHTS (AID 1777); Kappa-type opioid receptor (Homo sapiens); KOR beta-arrestin recruitment, luminescence; higher % means a stronger effect; one-dose activation, % at 10 µM; EC50 in µM for titrated hits; hit rate 0.02% among 280,000; in the data active = activation above about 50%, passing the limit was not always enough; note: a part of the inactive calls stands beside numbers as strong as those of hits
# Myeloid diff MLP GFP+ MAC1+ % – also measured in Myeloid diff MLP; calls as there; GFP+ MAC1+ double positive, %; measured here: differentiation confirmed by MAC1 staining
# * marks the source's active call; other numbers are inactive results; i = inactive; ? = inconclusive; nt = no result given; [ ] = another dose, or the depositor's remark. Cut-off read from the data, not from the text of the source, unless noted: active = inhibition above about 50%; inactive = the rest.
SMILES,GPR55 antagonists,Myeloid diff MLP,Myeloid diff MLP GFP+ MAC1+ %,NOD2 inhibition,NOD1 inhibition,HIV fusion peptide,KOR beta-arrestin-1,GPR55 beta-arrestin,GPR35 antagonists,KOR beta-arrestin-2
Cc1nnc(N/N=C/c2ccccc2O)n1N,4%,i,0.6,6%,-10%,-0.9%,3%,0.2%,-2%,-7.2%
CCCCN(C)Cc1cc(=O)oc2cc3c(cc12)CCCC3,8%,i,0.3,22%,-12%,-1.0%,-8%,-0.3%,10%,3.2%
COc1cccc(CNC(=O)[C@H](CCSC)NC(=O)N2CCn3c2nc2ccccc23)c1,0%,i,0.7,20%,-11%,2.2%,nt,0.1%,6%,nt
O=C(O)c1cc(-c2cccs2)nn1-c1ccccc1,-2%,i,0.1,14%,-15%,0.9%,5%,-0.4%,-10%,-2.1%
Cc1cc(C)cc(N(CC(=O)Nc2cc(C)ccc2C)S(=O)(=O)c2c(C)[nH]c(=O)[nH]c2=O)c1,21%,i,1.2,13%,-7%,2.7%,-22%,0.2%,8%,1.0%
COc1ccc(OC)c(-c2csc(N(CC3CCCO3)C(=O)Cc3ccccc3)n2)c1 (centres undefined),18%,i,0.0,8%,-12%,-1.5%,-6%,-0.2%,1%,-3.0%
C/C(=N\NC(=O)CN1CCN(Cc2ccccc2)CC1)c1cccs1,4%,i,0.7,-20%,-14%,0.6%,4%,-0.1%,7%,8.0%
CCC(C)c1ccccc1N1CC(C(=O)Nc2cc(S(=O)(=O)N3CCOCC3)ccc2OC)CC1=O (centres undefined),4%,i,1.9,4%,-17%,3.1%,-6%,-0.1%,-8%,-1.1%
CCCN1CCC(=NNc2ccc(S(N)(=O)=O)cc2[N+](=O)[O-])CC1,-12%,i,0.4,-7%,-36%,-1.1%,13%,0.8%,-3%,-5.9%
O=C(NNC(=S)NC(=O)c1ccccc1[N+](=O)[O-])c1ccccc1Cl,16%,i,0.5,13%,-13%,2.1%,14%,-0.2%,-16%,-2.3%
Cc1cc(NC(=O)CSc2nc3c(C)cccc3cc2C)no1,3%,i,0.4,7%,-4%,-1.8%,-11%,-0.1%,4%,-2.5%
Cn1c(SCC(=O)NC2CCCCC2)nnc1-c1cccnc1,-15%,i,0.5,22%,16%,2.1%,1%,-0.2%,-9%,-0.9%
COc1cc2c(cc1NC(=O)COC(=O)CNC(=O)c1ccccc1)oc1ccccc12,4%,i,0.2,-18%,-31%,-0.7%,6%,-0.3%,-3%,-0.7%
CCOC(=O)c1[nH]cnc1C(=O)NCc1ccccc1,16%,i,2.1,13%,1%,0.3%,8%,-0.2%,13%,-1.3%
CCOC(=O)C1ON2CCCCC2C1(O)C(F)(F)F (centres undefined),5%,i,0.2,20%,-33%,-0.2%,7%,0.8%,6%,-1.5%
Nc1ccc2c(c1)C(=O)Cc1ccccc1S2,5%,i,0.7,15%,-2%,10%,-3%,-0.2%,-7%,0.9%
CCCOc1ccc(-c2nnn(CC(=O)c3ccc4c(c3)OCCO4)n2)cc1,1%,i,1.5,36%,1%,3.4%,-1%,0.4%,2%,30%
CC(C)Oc1cccc(C(=O)C2CCCN(Cc3ccc4nonc4c3)C2)c1 (centres undefined),84%,i,1.2,-34%,55%*,-1.1%,8%,0.8%,-1%,-0.4%
CC(=O)c1ccc(Oc2ncnc(N)c2[N+](=O)[O-])cc1,9%,i,0.2,11%,3%,0.7%,8%,-0.2%,-1%,1.1%
O=C(OCCN=C1NS(=O)(=O)c2ccccc21)c1ccccc1,3%,i,1.1,7%,-28%,1.8%,1%,-0.1%,8%,3.8%
O=C1c2ccccc2-c2ccc(C(=O)N3CCCCC3)cc21,-28%,i,1.3,-11%,-18%,-1.3%,-51%[20 µM],-0.1%,1%,nt
COc1ccc(/C=C/C(=O)O/N=C(\N)c2cccnc2)cc1OC,1%,i,0.2,-29%,-10%,0.0%,-17%,0.0%,-10%,2.7%
Cn1c(CCN2CCN(c3ccccn3)CC2)nc2cc(NS(=O)(=O)c3ccccc3)ccc21,-15%,i,5.7,11%,-1%,-1.0%,-22%,-0.2%,1%,-0.5%
COc1cc([N+](=O)[O-])ccc1NC(=S)NCc1ccccn1,0%,i,0.5,11%,-20%,-0.4%,22%,-0.3%,-2%,-4.5%
CC(C)(C)c1cc(C(F)(F)F)nc(SCCCNC(=O)c2ccco2)n1,14%,i,0.5,6%,18%,6.6%,-10%,-0.1%,-4%,-2.5%
S=C(Nc1ccc(Cl)cc1Cl)Nn1cnnc1,11%,i,0.4,-19%,23%,0.4%,10%,-0.3%,4%,4.4%
Cc1cccc(N2CCN(S(=O)(=O)c3ccc4c(c3)OCCO4)CC2)c1C,32%,i,0.6,26%,25%,0.2%,-7%,1.0%,12%,-2.7%
CCCNc1nc(Nc2ccc(C)c(Cl)c2)c2cnn(C)c2n1,11%,i,0.1,26%,3%,0.7%,-3%,0.4%,-4%,3.5%
COc1ccccc1NC(=O)C(C)NS(=O)(=O)c1ccc(Cl)cc1 (centres undefined),6%,i,1.0,19%,30%,2.2%,-5%,0.2%,2%,-6.7%
CCn1nc(C(=O)OCC(=O)N2CCc3ccccc32)c2ccccc2c1=O,-1%,i,0.6,9%,-17%,-2.1%,-27%,-0.1%,9%,-1.3%
Cn1c(NCc2ccccc2)cc(=O)n(C)c1=O,18%,i,0.5,9%,-8%,-2.6%,10%,-0.2%,9%,-2.1%
N#CCC(=O)N/N=C\c1ccc(OC/C=C/c2ccccc2)cc1,10%,?,nt,-13%,-25%,0.2%,nt,-0.1%,12%,nt
CCCCC1=CC2=C(c3ccco3)C(=O)C(C)(OC(=O)c3ccc(OC)cc3)C(=O)C2=CN1CCCN(CC)CC (centres undefined),6%,i,1.2,-2%,-9%,32%,18%,-0.1%,4%,-2.8%
COc1ccc(CCCc2nnc(SCC(=O)N/N=C\c3ccc(O)c(OC)c3)o2)cc1C,-2%,i,0.6,9%,-1%,-1.6%,19%,-0.1%,15%,-0.6%
Cc1ccc(-n2ncc3c(NCC4CCCO4)ncnc32)c(C)c1 (centres undefined),10%,i,0.9,16%,-22%,-0.5%,27%,-0.1%,3%,1.3%
COC(=O)c1c(NC(C)=O)csc1C,14%,i,0.5,8%,-15%,1.5%,4%,0.5%,-2%,2.0%
Cc1cccc(C(=O)NNC(=O)/C=C/C(=O)O)c1,1%,i,0.2,11%,-26%,1.7%,4%,1.1%,-11%,-4.7%
CC1(C)CC(CCN(Cc2ccccc2)C(=O)c2ccco2)(c2ccccc2)CCO1 (centres undefined),27%,i,0.1,3%,9%,6.3%,-4%,0.2%,13%,-1.7%
CC(=O)Nc1ccc(NC(=O)CCCc2ccccc2)cc1,5%,i,0.8,8%,21%,-2.5%,-20%,-0.1%,-4%,2.3%
CC(C)(C)Nc1nc(Cl)nc(Nc2ccccc2)n1,0%,i,0.3,-73%,-17%,-0.5%,8%,-0.2%,3%,1.4%
COc1ccc2c(c1)C(=O)N(c1ccc(C)cc1)C(=O)C2,-5%,i,0.4,1%,-28%,1.3%,-14%,-0.1%,-7%,8.9%
Cc1ccc(-c2nnc(N(C)C(=O)c3cccnc3)s2)cc1,2%,i,3.2,-48%,-6%,0.5%,-2%,0.2%,-6%,-0.6%
C=CCNC(=S)Nc1c(C(=O)OC)[nH]c2cc(OC)ccc12,-7%,i,1.0,-17%,-4%,-2.0%,37%,0.0%,-8%,-0.1%
COc1ccc(-n2cnc3cc(C(=O)NCC4CCCO4)ccc32)cc1 (centres undefined),-14%,?,nt,-102%,6%,-0.4%,-16%,-0.1%,12%,6.9%
Cc1ccc2cc(CN(CC(C)C)S(=O)(=O)c3cccc4nonc34)c(=O)[nH]c2c1,11%,i,1.9,18%,-14%,2.4%,11%,0.3%,5%,-4.2%
COc1cc(C(=O)OCC(=O)Nc2ccc(SC(F)F)cc2)cc(OC)c1OC,10%,i,0.6,5%,40%,-1.8%,-8%,-0.1%,15%,-1.5%
Cc1nnsc1C(=O)NC(=O)Nc1ccc(F)c(Cl)c1,8%,i,0.9,6%,-13%,-2.1%,-1%,0.3%,-6%,0.9%
CCOC(=O)c1c(C)[nH]c(C)c1S(=O)(=O)NCC1CCN(Cc2ccccc2F)CC1,10%,i,1.6,-20%,-18%,-0.9%,25%,-0.1%,-2%,-1.5%
COc1ccc(OCCOC(=O)c2nc3nccc(C)n3n2)cc1,-1%,i,0.1,7%,-14%,-1.3%,4%,0.2%,-18%,-0.5%
Cn1c(=O)cc(SCC(=O)Nc2ccccn2)c2ccccc21,0%,nt,nt,-8%,-26%,-0.6%,-20%,0.0%,-9%,1.2%

# Carrying on:
SMILES,GPR55 antagonists,Myeloid diff MLP,Myeloid diff MLP GFP+ MAC1+ %,NOD2 inhibition,NOD1 inhibition,HIV fusion peptide,KOR beta-arrestin-1,GPR55 beta-arrestin,GPR35 antagonists,KOR beta-arrestin-2
CCOC(=O)C1(CCOC)CCN(C(C)CCc2ccc(OC)cc2)CC1 (centres undefined),19%,i,0.9,9%,-21%,1.0%,-21%[20 µM],0.3%,7%,nt
O=C(NCc1ccc(Cl)cc1)c1cc(=O)nc2sc(-c3ccccc3)nn12,9%,i,14,28%,26%,2.5%,7%,-0.1%,7%,-6.1%
CC(=O)c1ccc(S(=O)(=O)NC2CCSc3ccccc32)cc1 (centres undefined),14%,i,0.8,5%,-3%,-0.4%,-17%,-0.2%,-2%,-4.7%
COc1ccccc1NC(=O)NNC(=O)CCN1CCOCC1,14%,i,0.3,-7%,9%,-0.7%,-5%,-0.1%,13%,-5.3%
c1cncc(-c2nn[nH]n2)c1,-1%,i,0.6,3%,2%,-0.2%,-28%,-0.1%,11%,-6.2%
c1ccc2c(c1)c1ccccc1n1c(-c3ccc4c(c3)OCO4)nnc21,14%,i,1.3,10%,-8%,-1.9%,-8%,-0.3%,3%,0.1%
C[C@H](NC(=O)Nc1cccc(Br)c1)C(=O)O,1%,i,0.9,23%,0%,-0.5%,16%,-0.3%,4%,2.7%
CCN(c1ccccc1)S(=O)(=O)c1ccc(Cl)c(NC(=O)COC(=O)c2ccc[nH]c2=O)c1,-4%,i,1.5,4%,-3%,-2.4%,28%,-0.1%,1%,-0.8%

# These rows are one share of the data; count on the stated rates, not on these rows.
